Menin-MLL TR inh: menin-MLL binding inhibition, Texas Red mutant peptide | O00255 | Menin + Texas Red MLL mutant peptide, fluorescence polarization | Potency, µM (highest dose often 61.6 µM), inactives show top-dose FP activity change, negative = inhibition, usual class: inhibitors | 270,000 compounds, 0.23% hits | AID 1768; active = well fitted inhibition curve with a large enough effect in the polarisation, with a control signal flat, not every such curve was filed as active; inconclusive = small, poorly fitted or top-dose-only effect, or effect the other way, or a change in a side signal; inactive = no such curve, though single readings can be large or run the other way; the % refers to the polarisation; note: potency is the fitted concentration of half-maximal effect; % of control where 0% means no effect; many of its hits are not listed in these tables
S-ASM inh: inhibitors of human secretory acid sphingomyelinase; P17405; placental ASM, HMU-PC fluorogenic substrate, 60 min; Potency, µM (titrated, usually from 57.5 µM), for inactives: at the highest dose activity change, negative = inhibition, most hits filed as inhibitors; 340,000 compounds, 0.006% hits; note: potency is the fitted concentration of half-maximal effect
Target sequence (P17405 47-631 limits assumed): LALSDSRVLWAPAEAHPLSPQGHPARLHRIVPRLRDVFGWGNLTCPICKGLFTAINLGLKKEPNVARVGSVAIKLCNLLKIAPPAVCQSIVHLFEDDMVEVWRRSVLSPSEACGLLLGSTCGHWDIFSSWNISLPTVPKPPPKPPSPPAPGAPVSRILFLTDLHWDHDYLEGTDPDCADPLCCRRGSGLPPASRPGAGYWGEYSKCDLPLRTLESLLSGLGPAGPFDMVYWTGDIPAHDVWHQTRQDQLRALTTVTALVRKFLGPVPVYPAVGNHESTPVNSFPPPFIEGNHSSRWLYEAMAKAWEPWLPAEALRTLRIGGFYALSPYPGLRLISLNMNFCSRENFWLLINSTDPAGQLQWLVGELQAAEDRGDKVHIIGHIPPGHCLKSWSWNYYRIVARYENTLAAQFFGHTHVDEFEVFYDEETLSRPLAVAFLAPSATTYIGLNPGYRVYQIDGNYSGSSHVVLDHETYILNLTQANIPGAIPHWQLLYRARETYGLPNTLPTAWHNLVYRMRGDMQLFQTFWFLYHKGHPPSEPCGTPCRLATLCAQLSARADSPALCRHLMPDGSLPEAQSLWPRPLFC
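Steps: dispense placental human ASM, pin compound, wait 10 min at room temperature, add HMU-PC0 substrate at 9 uM final, incubate 60 min at 37 °C, add stop solution raising pH to 10, read fluorescence.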
Integrin act MD: activates integrin-mediated alleviation for muscular dystrophy; alpha7betagal myoblasts, beta-gal FDG fluorescence, 48 h; Potency, µM (doses to about 38.3 µM), inactives show at the top dose activation, actives largely listed as activators; 350,000 compounds, 0.064% hits;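 note: potency is the fitted concentration of half-maximal effect; 100% = response of the positive control SU9516; nearly all actives have a fitted effect of over 60% in size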
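alpha7betagal+/- myoblasts (passage 13, 250/well) treated 48 h at 37C with compounds at 1:260 dilution of DMSO stock. Lysed, then beta-galactosidase activity read as FDG fluorescence (ex 480/em 540) after 30 min, with pre-read for autofluorescence.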
Tb PFK inh: inhibitors of T. brucei phosphofructokinase. Potency, µM (top dose mostly 57.5 µM), inactives show at the highest dose activity, negative = inhibition, hits mostly inhibitors. T. brucei PFK, ADP-Glo luminescence. 330,000 compounds, 0.17% hits. O15648;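 note: potency is the fitted concentration of half-maximal effect; 0% = uninhibited 1x PFK enzyme wells and -100% = no-enzyme wells; nearly all actives have a fitted effect of over 60% in size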
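In TEA buffer at pH 8.0 with 5 mM MgCl2, enzyme (1.25 nM) converted F6P (0.5 mM) and ATP (0.1 mM) for 45 min at room temperature. ADP product was read by luciferase luminescence.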
GALK inh: blocks human galactokinase activity. 270,000 compounds, 0.007% hits. Purified GALK, Kinase-Glo residual ATP luminescence. P51570. AID 1868. Potency, µM (highest dose often 57.5 µM), without a hit: at the top dose activity change, negative = inhibition, hits mostly inhibitors; note: potency is the fitted concentration of half-maximal effect; % is set by controls: 0 for no effect and ±100 for the full control effect
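Luminescence from leftover ATP (Ultra-Glo luciferase/luciferin) served as read-out after a 1 h room-temperature reaction of 5 nM GALK with 35 uM ATP and 100 uM galactose.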
PKM2 activator: increases activity of human pyruvate kinase M2. P14618. purified PKM2, Kinase-Glo ATP luminescence, activation; response scale: 0% is enzyme alone, no compound. Potency, µM (top dose mostly 57.5 µM), for the others: at the top dose activation, actives largely listed as activators. 260,000 compounds, 0.34% hits. AID 1631; note: potency is the fitted concentration of half-maximal effect; % is set by controls: 0 for no effect and ±100 for the full control effect; nearly all actives have a fitted effect of over 55% in size
Target sequence (P14618 whole entry, looked up): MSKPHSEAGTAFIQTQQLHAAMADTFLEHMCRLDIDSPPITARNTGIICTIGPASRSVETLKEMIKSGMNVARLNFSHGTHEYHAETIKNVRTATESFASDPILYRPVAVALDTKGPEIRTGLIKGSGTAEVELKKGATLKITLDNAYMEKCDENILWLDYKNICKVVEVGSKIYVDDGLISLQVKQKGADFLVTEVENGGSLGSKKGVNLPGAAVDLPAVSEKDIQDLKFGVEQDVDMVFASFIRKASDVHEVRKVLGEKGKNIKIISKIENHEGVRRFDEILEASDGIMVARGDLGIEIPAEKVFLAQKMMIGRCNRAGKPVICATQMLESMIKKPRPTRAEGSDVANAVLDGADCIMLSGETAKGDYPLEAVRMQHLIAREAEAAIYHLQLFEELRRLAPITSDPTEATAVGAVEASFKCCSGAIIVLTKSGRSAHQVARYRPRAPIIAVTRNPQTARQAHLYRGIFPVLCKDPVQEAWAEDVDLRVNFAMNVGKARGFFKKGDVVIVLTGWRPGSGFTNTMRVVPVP
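Purified hPK-M2 (>95% pure) converted ADP (0.1 mM final) to ATP with 0.5 mM PEP in 50 mM imidazole pH7.2, KCl, MgCl2, Tween 20, BSA; 1 h at room temperature. ATP detected by Kinase-Glo luminescence.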
Giardia kill: kills Giardia lamblia; Giardia lamblia trophozoite viability; activity change, % at 7.66 µM, hits read low; 340,000 compounds, 0.15% hits; in the data active = activity change below about -80%; inconclusive = between about -30% and that limit;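 note: parasites exposed to compound for two days anaerobically before the ATP read; % is set by controls: 0 for no effect and ±100 for the full control effect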
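Luminescence from cellular ATP indicates surviving trophozoites (100 cells/well) following 48 hrs anaerobic compound treatment at 37 deg C; signal develops 15-30 min at room temperature.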
FBPA coupling cs: counter-screen for Giardia aldolase inhibitors: coupling enzyme system; 290,000 compounds, 0.67% hits; AID 2472; activity change, negative = inhibition, % at 58.2 µM, hits read low; coupling enzyme system counterscreen, AmpLite Red fluorescence; in the data active = activity change below about -30%; note: % is set by controls: 0 for no effect and ±100 for the full control effect
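Compounds tested against the coupling enzymes alone at 57.5 uM final; readout was AmpLite Red fluorescence (525/598 nm) after 20 min at RT.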
PTAP TSG101 blk: blocks PTAP/TSG101 interaction to inhibit HIV-1 budding; Fluorescence polarization, FITC-PTAP peptide / Tsg101 binding; Potency, µM (doses to about 115 µM), for inactives: at the highest dose activity change, negative = inhibition, hits mostly inhibitors; 340,000 tested, under 10 active; active = well fitted inhibition curve with a large enough effect in the main read-out, with a control signal flat, not every such curve was filed as active; inconclusive = small, poorly fitted or top-dose-only effect, or effect the other way, or a change in a side signal; inactive = no such curve, though single readings can be large or run the other way; note: potency is the fitted concentration of half-maximal effect; % of control where 0% means no effect
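Steps: Tsg101 binding domain dispensed (10 uM final), compounds pinned in DMSO, FITC-labeled PTAP-motif peptide added (50 nM final); after 20 min binding at room temperature, polarization measured.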
B2AR arrestin: beta2AR (human) beta-arrestin recruitment activity. P07550. beta-arrestin recruitment to beta2AR, cell-based reporter. Potency, µM (doses to about 46.1 µM), inactives show at the highest dose activation, most hits filed as activators. 330,000 compounds, 0.02% hits. AID 492947;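 note: potency is the fitted concentration of half-maximal effect; 0% = DMSO controls and full agonism = EC100 isoproterenol or metaproterenol; nearly all actives have a fitted effect of over 65% in size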
BCR signal inh: inhibitors of chronic active B-cell receptor signaling; 340,000 compounds, 0.05% hits; ABC-DLBCL IkBa-CBG/CBR reporter, luminescence ratio, 4 h; Potency, µM (doses to about 46.1 µM), for inactives: at the top dose ratio change, negative = lower green/red ratio, hits mostly inhibitors; active = well fitted inhibition curve with a large enough effect in the signal ratio, with a control signal flat, not every such curve was filed as active; inconclusive = small, poorly fitted or top-dose-only effect, or effect the other way, or a change in a side signal; the % refers to the signal ratio;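 note: potency is the fitted concentration of half-maximal effect; plate controls were basal doxycycline-induced cells for no effect and cells given 10 µM MG132 for full effect; MG132 reads +100%, hits lower the ratio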
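TMD8 human ABC-DLBCL cells with doxycycline-inducible IκBα–green luciferase fusion and unfused red luciferase, in 0.5% FBS medium; compounds up to 46 uM, 4 h at 37C. Green/red luminescence ratio, filter-overlap corrected, fitted to concentration-response curves.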
* marks the source's active call; other numbers are inactive results; ? = inconclusive; · = no result given; & = joins results of further samples; [ ] = another dose, or the depositor's remark. Unless noted, calls come from the whole dose curve; as a rule, active = well fitted curve in the direction sought with a large enough effect; inconclusive = small, poorly fitted or top-dose-only effect, or another doubt; inactive = no such curve, though single readings can be large; an effect the other way counts as inactive or inconclusive. This is a subset, so the mix of outcomes need not match the whole.

structure	Menin-MLL TR inh	S-ASM inh	Integrin act MD	Tb PFK inh	GALK inh	PKM2 activator	Giardia kill	FBPA coupling cs	PTAP TSG101 blk	B2AR arrestin	BCR signal inh
CCN(CC)S(=O)(=O)c1ccc(/C=C/C(=O)OCC#N)cc1	-14%	-1%	-29%	-2%	7%	2%	-12	0	1%	-0.3%	6%
O=C(N/C(=C/c1cccnc1)C(=O)N1CCOCC1)c1ccccc1	0%	-4%	-10%	2%	3%	0%	2	-2	-4%	-0.5%	0%
Cc1cc(OCc2nnc(SC(C)C(=O)O)n2-c2ccccc2)ccc1Cl (stereo unspecified)	-1%	11%	4%	1%	-6%	0%	-5	16	1%	-0.7%	7%
CC1=CC(=O)C=C(C)C1=NOC(=O)/C=C\c1ccccc1	-13%	2%	-43%[inhibitor]	-5%	0%	-3%	16	-16	-4%	0.6%	?
COc1ccc(N(CC(=O)NCCC2=CCCCC2)S(=O)(=O)c2c(C)[nH]c(=O)[nH]c2=O)cc1	·	0%	1%	0%	-3%	0%	-11	4	-3%	-0.4%	0%
CSc1nc(C)cc(OCC(=O)n2nc(C)cc2C)n1	0%	4%	5%	3%	7%	5%	2	4	-12%	0.1%	?
CCCCOc1ccc(Cl)cc1CSc1nnc(C)n1N	-13%	4%	4%[7.66 µM]	-6%	2%	-3%	1	2	-1%	-0.5%	?
COc1ccc(C2NCCc3c2[nH]c2ccccc32)cc1COc1ccc(F)cc1 (stereo unspecified)	-1%	-22%	-60%[inhibitor]	6%	-1%	-16%	-5	-4	-2%	-0.8%	?
CCn1cc(CCC(=O)NCc2ccccc2OC)c2ccccc21	?	-1%	37%	1%	·	·	2	0	-4%	-0.4%	-5%
Cc1ccc(Cn2nc(C)c(C(=O)NCC(c3ccc(F)cc3)N3CCOCC3)c2Cl)cc1 (stereo unspecified)	·	1%	-7%	4%	·	·	1	·	-1%	-0.2%	0%
CC1(C)CN=C(N(Cc2ccccc2)C(=O)Nc2ccccc2)S1	-12%	-2%	-17%	-6%	·	-1%	10	3	1%	-0.8%	-1%
C[C@H]1CN([C@@H](C)CO)C(=O)c2cccc(NC(=O)c3nc4ccccc4s3)c2O[C@H]1CN(C)C(=O)Nc1ccc(F)cc1	·	-18%	-7%	0%	·	·	-8	·	-1%	-1.0%	2%
COc1ccc(CNc2nc3ccccc3n2C(C)C)c(O)c1	?	2%	-17%	1%	-2%	?	5	0	-2%	-1.0%	-11%
O=C1CCCC(=O)C1=Cc1c[nH]c2ccccc12	22%	4%	4%	11%	-5%	-7%	0	1	0%	-0.1%	?
COc1ccc(CNC(=O)CN(C)Cc2ccc(C(C)(C)C)cc2)cc1	?	0%	-22%	-13%	·	·	-2	1	2%	0.4%	-5%
CCOc1ccccc1NC1=NC2CS(=O)(=O)CC2S1 (stereo unspecified)	·	6%	6%	3%	·	3%	16	-1	-9%	0.5%	7%
O=c1cc(CO)occ1OCc1cccc(C(F)(F)F)c1	9%	-1%	-18%	0%	2%	1%	-10	0	-2%	-0.6%	2%
O=C(Nc1ccc(F)c(Cl)c1)C1CC(=O)N(Cc2ccco2)C1 (stereo unspecified)	·	-2%	4%	?	·	·	-9	·	-8%	1.1%	3%
C=CCOc1c(CNc2ccc(C(=O)O)cc2)cccc1OC	1%	1%	15%	0%	·	0%	10	16	-1%	-0.2%	-8%
CCc1ccc(N(C(=O)c2csnn2)C(C(=O)NC(C)(C)C)c2ccccn2)cc1 (stereo unspecified)	-3%	4%	-10%	0%	0%	3%	-23	0	0%	-0.1%	7%
OC1(c2cccc(C(F)(F)F)c2)CCN(c2ccc(-c3ccccc3)nn2)CC1	28%	-4%	-8%	-1%	-2%	-2%	-7	2	2%	-0.9%	7%
COCCSc1nnc(NS(=O)(=O)c2ccc(C)cc2)s1	-3%	-1%	14%	-3%	4%	-7%	-2	10	-1%	-0.3%	-1%
COC(=O)c1ccc2c(c1)nc(C)n2CCO	-18%	-2%	4%	0%	0%	4%	-14	0	-5%	-0.4%	7%
Cc1cccc(Nc2ccccc2C(=O)OCC(=O)N2CCOCC2)c1C	15%	2%	-29%	-3%	-4%	-8%	-28	-4	-6%	-0.2%	-9%
CCOC(=O)c1sc(=NC(=O)c2ccc(OC)c(OC)c2)n(C)c1C	9%	1%	1%	-1%	1%	-3%	15	0	-2%	0.4%	1%
CCNC(=O)c1c(NC(=O)c2cc(-c3cc(C)ccc3O)n[nH]2)sc2c1CCCC2	15%	17%	27%	1%	1%	6%	16	-2	0%	-0.3%	0%
CCC/C=C(\CCC)C(NS(=O)(=O)c1cccc2cccnc12)c1ccc(C(=O)OC)cc1 (stereo unspecified)	-2%&-1%	-5%	-6%	0%	·	-2%&1%	6	-3&-3	-3%	-1.1%	6%
Cc1cccnc1NC(=O)C1CCC1	12%	3%	-11%	1%	2%	-14%	-1	0	-2%	-1.1%	-2%
Cc1ccc(C(C)NC(=O)COC(=O)C2=COCCO2)cc1C (stereo unspecified)	·	5%	29%	-5%	·	·	-6	·	-1%	-0.1%	6%
Cc1cc(SCC(=O)N/N=C/c2ccc(C(=O)O)cc2)nc2ccccc12	28%	5%	-11%	1%	-2%	·	?	19	-2%	0.3%	?
CSc1ncc(C(=O)Nc2cccnc2)c(C(F)(F)F)n1	-16%	24%	-2%	1%	-1%	·	-15	-2	-4%	-1.1%	0%
CN(C)S(=O)(=O)c1ccc(N2CCCC2)c(C(=O)NCC2CCCO2)c1 (stereo unspecified)	·	8%	5%	1%	·	·	-1	·	-1%	-0.3%	0%
CC(C)(C)c1ccc(OCC(=O)NCC(c2cccs2)N2CCOCC2)cc1 (stereo unspecified)	·	-2%	-3%	10%	·	·	14	·	-1%	-0.5%	-4%
NS(=O)(=O)c1cc(C(=O)Nc2ccc3c(c2)CCC3)ccc1Cl	19%	-4%	13%	1%	-1%	-6%	-21	-3	-3%	0.1%	?
Cc1nn(-c2ccccc2)c2c1C(c1ccncc1)C(C#N)=C(N)O2 (stereo unspecified)	5%	0%	-10%	1%	1%	-3%	-8	-1	1%	0.0%	?
O=C(CN1CCSC1=O)Nc1ccc(N2CCOCC2)cc1	·	2%	-24%	1%	·	·	0	·	-11%	0.1%	8%
CCOC(=O)c1c(O)c2c([nH]c1=O)CCCC2	5%	-1%	19%	1%	-2%	4%	-4	1	-6%	0.2%	-8%
COc1cc(C(=O)O)ccc1OCc1c(C)noc1C	-5%	1%	4%	3%	-1%	6%	7	3	-8%	-0.4%	?
Cc1ccc(-n2c(SCC(=O)Nc3nccs3)nc3c(c2=O)SCC3)cc1	0%	-3%	-5%	2%	-1%	-5%	8	10	-7%	-0.1%	3%
CC12CCC(=O)N1C(C(=O)N1CCN(c3ccccc3)CC1)CS2 (stereo unspecified)	·	-3%	6%	-5%	·	·	-2	·	-4%	-0.3%	0%
COc1ccc(NC(=S)NCc2ccc(F)cc2)cc1	-2%	6%	9%	-5%	1%	·	13	-1	-8%	0.3%	-2%
CCN(CC)c1ccc(C2C(C(=O)Nc3ccccn3)=C(C)NC3=C2C(=O)CC(C)(C)C3)cc1 (stereo unspecified)	1%	15%	21%	-1%	2%	-2%	2	1	-3%	-0.6%	0%
O=Cc1cn[nH]c1-c1ccccc1	-11%	6%	-19%	13%	-2%	0%	-9	-2	-1%	0.1%	7%
O=C(N/N=C/c1ccccc1O)c1cccc2ccccc12	?	-6%	-43%	1%	0%	-2%	19	4	4%	-1.0%	-8%
OCCNc1nc2ccccc2n1-c1ncnc2sc3c(c12)CCC3	·	0%	-8%	1%	-5%	2%	12	0	-14%	0.0%	?
Cn1cccc1/C=C1\SC(=O)N(c2ccccc2)C1=O	?	4%	-28%	0%	-2%	-1%	-24	1	-8%	0.1%	?
CN(Cc1ccccc1)C(=O)Cn1c(=O)c2cccn2c2cccnc21	·	0%	-6%	-6%	-2%	·	-22	·	-1%	0.5%	3%
Cc1nnc(NC(=O)c2cccc(S(=O)(=O)N3CCOCC3)c2)s1	·	5%	32%	-1%	-2%	-11%	-24	-2	-4%	-2.2%	-11%
COc1ccc(NC(=S)NN2CCN(C)CC2)cc1OC	2%	4%	-5%	0%	4%	-2%	4	0	-1%	-2.6%	?

Screening results deposited in PubChem by National Center for Advancing Translational Sciences (NCATS).
